Screening results from PubChem BioAssay.
HCV NS3 hel inh: inhibitors of Hepatitis C virus NS3 helicase; NS3 helicase DNA unwinding, Cy5 molecular beacon fluorescence; inhibition, % at 10.9 µM; 290,000 compounds, 0.56% hits;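 active = inhibition above the mean of all tested compounds plus 3 SD, set per campaign, cut at about 35% in these data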;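 note: 0% = DMSO wells and 100% = thioflavine S control wells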
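Measured by: Cy5 fluorescence, 0 and 60 min reads / Assay system: NS3 helicase fragment of HCV / Control set: low DMSO, high thioflavine S at 110 µM / Times: 1 h reaction at 25 °C, ATP-initiated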
M18AAP inhibitor: blocks P. falciparum M18 aspartyl aminopeptidase | recombinant PfM18AAP, H-Glu-NHMec fluorogenic cleavage | inhibition, % at 7.35 µM | 290,000 compounds, 1.2% hits | AID 1822;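 active = inhibition above the campaign mean inhibition over all tested compounds plus 3 SD, cut at about 28% in these data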;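 note: 0% = plate median of test compound wells and 100% = 2 mM ZnCl2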
MEKK2mut PB1 HTS: signal of MEK5 binding to mutant human MEKK2 PB1 domain | bead flow cytometry, Alexa488-MEK5 binding to MEKK2 mutant | percent response, % at 10 µM | 290,000 compounds, 0.35% hits | AID 1530; in the data active = percent response above about 24%, passing the limit was not always enough; note: inactives centre near 1; some results filed as inactive read as strong as hits
VIM-2 inh: blocks Pseudomonas aeruginosa VIM-2 metallo-beta-lactamase. inhibition, % at 5.6 µM. 290,000 compounds, 0.89% hits. purified VIM-2, nitrocefin hydrolysis, epi-absorbance fluorescence. AID 1527;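 active = inhibition above the mean of all tested compounds plus 3 SD, cutoff set per screening run, cut at about 7.5% in these data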;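 note: red hydrolysis product quenches plate fluorescence so inhibitors raise well fluorescence; 0% = enzyme with DMSO and 100% = DMSO without enzyme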
IMP-1 inh: inhibitors of Pseudomonas aeruginosa IMP-1 metallo-beta-lactamase; inhibition, % at 5.6 µM; 290,000 compounds, 0.45% hits; purified IMP-1, nitrocefin hydrolysis, epi-absorbance fluorescence;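 active = inhibition above the mean plus 3 SD of all compounds in the same screening run, cut at about 4.5% in these data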;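 note: 0% = IMP-1 with DMSO and 100% = DMSO wells lacking enzyme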
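system = purified recombinant IMP-1 beta-lactamase | amount = 0.2 nM IMP-1, as dispensed | medium = HEPES buffer pH 7.1 with ZnSO4 and Brij 35 | times = 25 °C, 15 min preincubation, 25 min reaction | detection = plate fluorescence quenching by hydrolysis product, ex 480/em 530 nm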
FID counter: fluorescent intercalator displacement, NS3 helicase counter-screen | DNA fluorescent intercalator displacement, fluorescence | 290,000 compounds, 0.17% hits | inhibition, % at 7.9 µM | AID 1845; in the data active = inhibition above about 37%;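 note: 0% = vehicle and 100% = reference compound; higher means more ethidium bromide displaced from hairpin DNA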
MEKK2 WT-MEK5: raises or lowers MEK5 binding to wildtype human MEKK2 PB1 domain; Q9Y2U5; 290,000 compounds, 1.1% hits; binding response (% of control), % at 10 µM; AID 1531; bead flow cytometry, Alexa488-MEK5 binding to MEKK2 WT; actives lie on both sides; in the data active = binding response below about 67% or above about 130%
UBC9 SUMO inh: SUMOylation inhibition | P63279 | HTRF SUMOylation assay, SAE1/SAE2 + UBC9, in vitro | inhibition, % at 35 µM | 290,000 compounds, 0.36% hits; in the data active = inhibition above about 50%, passing the limit was not always enough; note: strong numbers were not always called active
Target sequence (P63279 whole entry, looked up): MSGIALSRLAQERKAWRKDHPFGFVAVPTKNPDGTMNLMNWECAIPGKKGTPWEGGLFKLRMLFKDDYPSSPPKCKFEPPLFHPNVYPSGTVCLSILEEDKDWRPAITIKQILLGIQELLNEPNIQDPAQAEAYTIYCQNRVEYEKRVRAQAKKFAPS
NALP1 yeast inh: NALP1 inhibition. S. cerevisiae NALP1/ASC/caspase-1 growth, X-gal OD620, 72 h. 280,000 compounds, 0.61% hits. inhibition, % at 10 µM; in the data active = inhibition mostly above about 24%, no sharp cut-off; inactive = mostly below about 32%; note: some compounds called inactive have numbers as strong as hits
* = called active by the depositor. This is a random part of the collection; 4.7% or so of the library scored in one or more.

Results for Cc1cccc(-n2nc3c(c2NC(=O)C2CC2)CS(=O)(=O)C3)c1C ?
HCV NS3 hel inh: 3; M18AAP inhibitor: -3; MEKK2mut PB1 HTS: -2; VIM-2 inh: -2.2; IMP-1 inh: -1.4; FID counter: -4; MEKK2 WT-MEK5: 98; UBC9 SUMO inh: -2; NALP1 yeast inh: 31

What do the screens show for `O=C(/C=C/c1ccc(O)c(O)c1)OC1C(O)CC(OC(=O)/C=C/c2ccc(O)c(O)c2)(C(=O)O)CC1O` (centres undefined)?
HCV NS3 hel inh: -5; M18AAP inhibitor: 76*; MEKK2mut PB1 HTS: 9; VIM-2 inh: -1.2; IMP-1 inh: -1.2; FID counter: 0; MEKK2 WT-MEK5: 101; UBC9 SUMO inh: 15; NALP1 yeast inh: 3

Results for CCCC(=O)Nc1cc(C)cn(Cc2c(F)cccc2Cl)c1=O ?
HCV NS3 hel inh: 7; M18AAP inhibitor: -5; MEKK2mut PB1 HTS: 7; VIM-2 inh: 0.1; IMP-1 inh: -1.6; FID counter: -19; MEKK2 WT-MEK5: 96; UBC9 SUMO inh: -9; NALP1 yeast inh: -1

Results for C=CCSc1n[nH]c(=O)n1-c1cccc(C(F)(F)F)c1 ?
HCV NS3 hel inh: 3; M18AAP inhibitor: 3; MEKK2mut PB1 HTS: 2; VIM-2 inh: -1.6; IMP-1 inh: -2.2; FID counter: -4; MEKK2 WT-MEK5: 101; UBC9 SUMO inh: 10; NALP1 yeast inh: 8

Results for COc1ccc(C(=O)NC2CCCc3c2cnn3-c2ccccc2F)o1 (centres undefined) ?
HCV NS3 hel inh: 6; M18AAP inhibitor: 5; MEKK2mut PB1 HTS: 4; VIM-2 inh: -0.1; IMP-1 inh: -1.5; FID counter: -41; MEKK2 WT-MEK5: 108; UBC9 SUMO inh: 10; NALP1 yeast inh: 2

Results for Cc1ccnc(NC(=O)Cc2ccc([N+](=O)[O-])cc2)c1 ?
HCV NS3 hel inh: -8; M18AAP inhibitor: 4; MEKK2mut PB1 HTS: -5; VIM-2 inh: -4.2; IMP-1 inh: -4.5; FID counter: -2; MEKK2 WT-MEK5: 93; UBC9 SUMO inh: 16; NALP1 yeast inh: 5

How did CC(=O)Oc1cccc(N2C(=O)C3C4C=CC(CC4)C3C2=O)c1 (centres undefined) do in these assays?
HCV NS3 hel inh: 0; M18AAP inhibitor: 4; MEKK2mut PB1 HTS: 7; VIM-2 inh: -4.1; IMP-1 inh: -3.3; FID counter: -5; MEKK2 WT-MEK5: 106; UBC9 SUMO inh: 2; NALP1 yeast inh: -2

How did CN1CCc2c(c3ccccc3n2Cc2ccccc2)C1 do in these assays?
HCV NS3 hel inh: -36; M18AAP inhibitor: 3; MEKK2mut PB1 HTS: 17; VIM-2 inh: 1.8; IMP-1 inh: -3.5; FID counter: 23; MEKK2 WT-MEK5: 130; UBC9 SUMO inh: 19; NALP1 yeast inh: -11

Results for CC(=O)c1c(Cl)nc2cccc3c2c1-c1ccccc1C3=O ?
HCV NS3 hel inh: 10; M18AAP inhibitor: 6; MEKK2mut PB1 HTS: 6; VIM-2 inh: 20*; IMP-1 inh: -2.5; FID counter: 9; MEKK2 WT-MEK5: 105; UBC9 SUMO inh: 1; NALP1 yeast inh: -10

How did Cc1cc(C)c(S(=O)(=O)c2cccc(Cl)c2)c(=O)[nH]1 do in these assays?
HCV NS3 hel inh: 11; M18AAP inhibitor: 4; MEKK2mut PB1 HTS: 5; VIM-2 inh: -0.9; IMP-1 inh: -3.1; FID counter: -4; MEKK2 WT-MEK5: 106; UBC9 SUMO inh: 0; NALP1 yeast inh: -48

What do the screens show for `CCC1(CC)NC(=O)N(CC(=O)NCc2ccc3c(c2)OCO3)C1=O`?
HCV NS3 hel inh: 5; M18AAP inhibitor: -5; MEKK2mut PB1 HTS: 5; VIM-2 inh: -2.7; IMP-1 inh: -1.2; FID counter: 0; MEKK2 WT-MEK5: 103; UBC9 SUMO inh: 16; NALP1 yeast inh: -13

How did CCOC(=O)c1c(C)[nH]c(C)c1C(=O)COC(=O)[C@@H]1CCCN1S(=O)(=O)c1ccc(Cl)cc1 do in these assays?
HCV NS3 hel inh: -6; M18AAP inhibitor: 2; MEKK2mut PB1 HTS: 1; VIM-2 inh: -1.8; IMP-1 inh: -2.8; FID counter: -40; MEKK2 WT-MEK5: 94; UBC9 SUMO inh: -2; NALP1 yeast inh: 8

Results for COCCNc1oc(COc2cccc(C)c2)nc1C#N ?
HCV NS3 hel inh: 1; M18AAP inhibitor: 7; MEKK2mut PB1 HTS: -2; VIM-2 inh: -1.2; IMP-1 inh: -6.1; FID counter: -18; MEKK2 WT-MEK5: 85; UBC9 SUMO inh: -1

Results for Cc1cc(Cl)ccc1NC(=S)N(CCCN1CCOCC1)Cc1cccs1 ?
HCV NS3 hel inh: -1; M18AAP inhibitor: 9; MEKK2mut PB1 HTS: 0; VIM-2 inh: -3.3; IMP-1 inh: -3.9; FID counter: -1; MEKK2 WT-MEK5: 106; UBC9 SUMO inh: -6; NALP1 yeast inh: 5

What do the screens show for `COC(=O)c1c(S(C)(=O)=O)nc(-c2ccccc2)[nH]c1=O`?
HCV NS3 hel inh: -2; M18AAP inhibitor: 7; MEKK2mut PB1 HTS: 1; VIM-2 inh: -7.5; IMP-1 inh: -2.5; FID counter: -2; MEKK2 WT-MEK5: 100; UBC9 SUMO inh: 0; NALP1 yeast inh: 18

Results for CSc1ncccc1C(=O)OCC(=O)c1cccs1 ?
HCV NS3 hel inh: -11; M18AAP inhibitor: 3; MEKK2mut PB1 HTS: -10; VIM-2 inh: 0.6; IMP-1 inh: -1.2; FID counter: 5; MEKK2 WT-MEK5: 88; UBC9 SUMO inh: 1; NALP1 yeast inh: -15

How did CCn1cnc2c1c(=O)n(Cc1cccc(Br)c1)c(=O)n2Cc1ccccc1 do in these assays?
HCV NS3 hel inh: -13; M18AAP inhibitor: 5; MEKK2mut PB1 HTS: -5; VIM-2 inh: -1.3; IMP-1 inh: -1.4; FID counter: -18; MEKK2 WT-MEK5: 99; UBC9 SUMO inh: -6; NALP1 yeast inh: 21

Results for O=[N+]([O-])c1c(Nc2ccccc2O)cc(Cl)c2nonc12 ?
HCV NS3 hel inh: 38*; M18AAP inhibitor: 1; MEKK2mut PB1 HTS: -4; VIM-2 inh: 2.1; IMP-1 inh: -1.6; FID counter: 4; MEKK2 WT-MEK5: 92; UBC9 SUMO inh: 26; NALP1 yeast inh: 2

How did O=C(COC(=O)Cc1ccc2c(c1)OCCO2)Nc1ccc(S(=O)(=O)N2CCCC2)cc1 do in these assays?
HCV NS3 hel inh: -2; M18AAP inhibitor: -9; MEKK2mut PB1 HTS: 5; VIM-2 inh: -1.9; IMP-1 inh: -4.3; FID counter: -3; MEKK2 WT-MEK5: 108; UBC9 SUMO inh: -2; NALP1 yeast inh: 6

How did COc1ccc(C)cc1NC(=O)c1cc2c(s1)CCC2 do in these assays?
HCV NS3 hel inh: -4; M18AAP inhibitor: 6; MEKK2mut PB1 HTS: 9; VIM-2 inh: -0.5; IMP-1 inh: -1.1; FID counter: -7; MEKK2 WT-MEK5: 106; UBC9 SUMO inh: -6; NALP1 yeast inh: 26

A stretch taken from the entries so far, as a working copy:
How did O=C(COC(=O)Cc1ccc2c(c1)OCCO2)Nc1ccc(S(=O)(=O)N2CCCC2)cc1 do in these assays?
HCV NS3 hel inh: -2; M18AAP inhibitor: -9; MEKK2mut PB1 HTS: 5; VIM-2 inh: -1.9; IMP-1 inh: -4.3; FID counter: -3; MEKK2 WT-MEK5: 108; UBC9 SUMO inh: -2; NALP1 yeast inh: 6

How did COc1ccc(C)cc1NC(=O)c1cc2c(s1)CCC2 do in these assays?
HCV NS3 hel inh: -4; M18AAP inhibitor: 6; MEKK2mut PB1 HTS: 9; VIM-2 inh: -0.5; IMP-1 inh: -1.1; FID counter: -7; MEKK2 WT-MEK5: 106; UBC9 SUMO inh: -6; NALP1 yeast inh: 26

(continued)
Results for OC(CNC1CCCC1)COc1ccc(-c2ccccc2)cc1 (centres undefined) ?
HCV NS3 hel inh: -46; M18AAP inhibitor: 4; MEKK2mut PB1 HTS: 21; VIM-2 inh: -0.7; IMP-1 inh: -1.8; FID counter: 11; MEKK2 WT-MEK5: 136; UBC9 SUMO inh: 9; NALP1 yeast inh: 9

What do the screens show for `CC(=O)c1ccc(NC(=O)CSc2nnc(Cn3cnc4ccccc43)o2)cc1`?
HCV NS3 hel inh: 5; M18AAP inhibitor: 1; MEKK2mut PB1 HTS: -1; VIM-2 inh: -1.4; IMP-1 inh: -2.4; FID counter: -17; MEKK2 WT-MEK5: 104; UBC9 SUMO inh: 13; NALP1 yeast inh: -12

What do the screens show for `COc1ccc(S(=O)(=O)CCC(=O)Nc2ccc(OC)cc2OC)cc1`?
HCV NS3 hel inh: -4; M18AAP inhibitor: 2; MEKK2mut PB1 HTS: 7; VIM-2 inh: -5.6; IMP-1 inh: -2.0; FID counter: -10; MEKK2 WT-MEK5: 106; UBC9 SUMO inh: -35; NALP1 yeast inh: 8

What do the screens show for `COCC(=O)Nc1ccc(OC)c(Cl)c1`?
HCV NS3 hel inh: 4; M18AAP inhibitor: -13; MEKK2mut PB1 HTS: 0; VIM-2 inh: -1.1; IMP-1 inh: -1.6; FID counter: 1; MEKK2 WT-MEK5: 98; UBC9 SUMO inh: 17; NALP1 yeast inh: -2

Results for Fc1cccc(NCc2ccoc2)c1 ?
HCV NS3 hel inh: 4; M18AAP inhibitor: 7; MEKK2mut PB1 HTS: -5; VIM-2 inh: -3.1; IMP-1 inh: -2.6; FID counter: 2; MEKK2 WT-MEK5: 92; UBC9 SUMO inh: 10; NALP1 yeast inh: -18

How did CCOC(=O)c1c(C)c(-c2ccccc2)n(CC(=O)NCCC(C)C)c1C do in these assays?
HCV NS3 hel inh: 18; M18AAP inhibitor: 1; MEKK2mut PB1 HTS: 6; VIM-2 inh: -2.9; IMP-1 inh: -1.3; FID counter: -16; MEKK2 WT-MEK5: 102; UBC9 SUMO inh: 9; NALP1 yeast inh: 36

Results for CCCC(=O)Nc1ccc(NC(=O)Cc2ccccc2)cn1 ?
HCV NS3 hel inh: -2; M18AAP inhibitor: -11; MEKK2mut PB1 HTS: 8; VIM-2 inh: 1.6; IMP-1 inh: -1.9; FID counter: -4; MEKK2 WT-MEK5: 118; UBC9 SUMO inh: -2; NALP1 yeast inh: 21

Results for Cc1ccc(C(=O)N/C(=C\c2ccco2)C(=O)NCCN2CCOCC2)cc1C ?
HCV NS3 hel inh: 3; M18AAP inhibitor: 8; MEKK2mut PB1 HTS: 8; VIM-2 inh: -1.2; IMP-1 inh: -2.1; FID counter: -2; MEKK2 WT-MEK5: 110; UBC9 SUMO inh: 14; NALP1 yeast inh: 6

Molecules above that contain two or more sulfur atoms, in the order listed:
Results for Cc1cc(Cl)ccc1NC(=S)N(CCCN1CCOCC1)Cc1cccs1 ?
HCV NS3 hel inh: -1; M18AAP inhibitor: 9; MEKK2mut PB1 HTS: 0; VIM-2 inh: -3.3; IMP-1 inh: -3.9; FID counter: -1; MEKK2 WT-MEK5: 106; UBC9 SUMO inh: -6; NALP1 yeast inh: 5

Results for CSc1ncccc1C(=O)OCC(=O)c1cccs1 ?
HCV NS3 hel inh: -11; M18AAP inhibitor: 3; MEKK2mut PB1 HTS: -10; VIM-2 inh: 0.6; IMP-1 inh: -1.2; FID counter: 5; MEKK2 WT-MEK5: 88; UBC9 SUMO inh: 1; NALP1 yeast inh: -15
